# Source: PubChem BioAssay
# MIN6 prolif: inducers of MIN6 beta-cell proliferation, primary screen, ATP luminescence, uHTS; actives 0.29% (n = 330,000); MIN6 cells proliferation, ATPlite luminescence, 48 h; cells starved in 0.2% serum; 100% = growth in 10% serum; proliferation, % at 10 µM;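 active = compounds whose signal lies at least 3.5 SD above the mean of all wells on their plate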;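 note: 0% = DMSO-treated cells in low-serum medium and 100% = 10% serum control; some compounds called inactive have numbers as strong as hits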
# hIAP act: human IAP activators, primary screen, biochemical, luminescence, uHTS. Intestinal-type alkaline phosphatase (Homo sapiens), P09923. purified human IAP, CDP-Star luminescence, 30 min; stronger effect = higher value; 1 = vehicle-only enzyme, 0 = enzyme-free background. activation factor at 10 µM. actives 0.16% (n = 330,000). AID 2524, 2010;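 active = activation factor of the enzyme at least 2-fold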; note: the source names both 10 and 20 µM as test concentration; values of inactives mirror those of a sister screen read the other way
# mIAP act: activators of mouse IAP, primary screen, biochemical, luminescence, uHTS; muIAP, CDP-Star luminescence, 30 min; stronger effect = higher value; 1 = vehicle-only enzyme signal, 0 = enzyme-free wells; intestinal alkaline phosphatase [Mus musculus]; activation factor at 10 µM; AID 2805, 2010; actives 0.24% (n = 330,000);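 active = activation factor of at least 2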; note: the source names both 10 and 20 µM as test concentration; values of inactives mirror those of a sister screen read the other way
#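 Assay system: mouse IAP enzyme; Reagent: CDP-Star chemiluminescent phosphatase substrate; Compound: DMSO-dissolved test compounds; Incubation: 30 min, room temperature; Technique: luminescence from enzymatic CDP-Star hydrolysis; Controls: DMSO-only wells and no-enzyme negative control.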
# APOBEC3A inh: APOBEC3A ssDNA deaminase inhibitors, primary screen, selectivity assay for APOBEC3G inhibitor project, biochemical, FAM/TAMRA oligo cleavage fluorescence. DNA dC->dU-editing enzyme APOBEC-3A (Homo sapiens), P31941. recombinant A3A, FAM/TAMRA ssDNA deamination fluorescence. inhibition, % at 20 µM. actives 0.41% (n = 330,000);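 active = at least 40% inhibition at 20 µM here, with at most 30% in a related deaminase screen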;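 note: plate controls were A3A with DMSO for no effect and wells lacking A3A enzyme for full effect; some results filed as inactive read as strong as hits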
# Target sequence (P31941 whole entry, looked up): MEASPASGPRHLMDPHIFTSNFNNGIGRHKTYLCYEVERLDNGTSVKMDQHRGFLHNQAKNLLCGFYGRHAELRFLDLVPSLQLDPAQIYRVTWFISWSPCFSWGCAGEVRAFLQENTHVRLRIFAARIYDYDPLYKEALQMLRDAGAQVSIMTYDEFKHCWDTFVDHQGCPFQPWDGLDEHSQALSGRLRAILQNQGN
# hIAP inh: human IAP inhibitors, primary screen, biochemical, luminescence, uHTS; purified IAP, CDP-Star luminescence, 30 min; inhibition, % at 10 µM; actives 0.12% (n = 330,000); Intestinal-type alkaline phosphatase (Homo sapiens), P09923; AID 2544, 2010;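 active = inhibition reaching a set limit with compound at 10 µM in the primary screen, cut at about 35% in these data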;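 note: plate controls were DMSO wells with enzyme for no effect and no-enzyme buffer wells for full effect; values of inactives mirror those of a sister screen read the other way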
# mIAP inh: inhibitors of mouse IAP, primary screen, biochemical, luminescence, uHTS. intestinal alkaline phosphatase [Mus musculus]. purified mouse IAP, CDP-Star luminescence, 30 min. inhibition, % at 10 µM. actives 0.2% (n = 330,000);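 active = inhibition of at least 40% at 10 µM in the primary screen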;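 note: plate controls were DMSO with enzyme for no effect and no enzyme wells for full effect; values of inactives mirror those of a sister screen read the other way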
# A3G deaminase: APOBEC3G DNA deaminase inhibitors, primary screen, biochemical, fluorescence, single-stranded DNA substrate, uHTS; actives 0.28% (n = 330,000); DNA dC->dU-editing enzyme APOBEC-3G (Homo sapiens), Q9HC16; inhibition, % at 20 µM; recombinant A3G, ssDNA deamination FAM/TAMRA fluorescence;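 active = inhibition of at least 40% at 20 µM, with no more than 30% in the related APOBEC3A deaminase screen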;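 note: plate controls were DMSO wells with A3G for no effect and wells lacking A3G enzyme for full effect; some compounds called inactive have numbers as strong as hits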
# Target sequence (Q9HC16 whole entry, looked up): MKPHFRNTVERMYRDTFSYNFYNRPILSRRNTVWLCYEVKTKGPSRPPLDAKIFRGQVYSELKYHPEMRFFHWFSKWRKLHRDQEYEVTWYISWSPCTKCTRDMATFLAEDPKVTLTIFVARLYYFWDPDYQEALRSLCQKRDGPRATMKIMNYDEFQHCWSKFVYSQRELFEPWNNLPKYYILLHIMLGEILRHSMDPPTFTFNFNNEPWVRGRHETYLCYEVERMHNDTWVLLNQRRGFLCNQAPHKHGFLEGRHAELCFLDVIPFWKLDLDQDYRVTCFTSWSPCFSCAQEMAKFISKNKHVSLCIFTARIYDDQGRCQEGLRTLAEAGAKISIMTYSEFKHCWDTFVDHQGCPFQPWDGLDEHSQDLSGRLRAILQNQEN
# ATG4B inhibitor: ATG4B protease inhibitors, primary screen, biochemical, fluorescence, uHTS; Cysteine protease ATG4B (Homo sapiens), Q9Y4P1; ATG4B cleavage of LC3-PLA2, NBD-HPC fluorescence, 1 h; inhibition, % at 8.33 µM; actives 0.51% (n = 340,000); AID 504462, 2011; in the data active = inhibition above about 40%
# Target sequence (Q9Y4P1 whole entry, looked up): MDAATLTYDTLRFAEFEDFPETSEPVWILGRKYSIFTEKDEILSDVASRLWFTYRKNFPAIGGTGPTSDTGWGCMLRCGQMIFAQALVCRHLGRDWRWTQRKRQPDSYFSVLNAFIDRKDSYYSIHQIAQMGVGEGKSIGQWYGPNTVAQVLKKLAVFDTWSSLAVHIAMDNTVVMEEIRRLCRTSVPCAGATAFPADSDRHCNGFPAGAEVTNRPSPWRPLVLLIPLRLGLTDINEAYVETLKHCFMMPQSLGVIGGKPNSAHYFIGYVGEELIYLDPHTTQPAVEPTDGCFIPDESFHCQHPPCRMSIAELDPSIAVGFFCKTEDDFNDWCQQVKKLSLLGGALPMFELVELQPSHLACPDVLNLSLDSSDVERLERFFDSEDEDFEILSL
# MPTP inh: mitochondrial permeability transition pore inhibitors, primary screen, biochemical, isolated mouse mitochondria, absorbance | Ca2+ swelling absorbance, 30 min | inhibition, % at 10 µM | actives 1.4% (n = 360,000) | AID 602449, 2012;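 active = inhibition of 50% or more, scaled per plate between neutral and stimulator controls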;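 note: 0% = DMSO wells given calcium and 100% = 1 mM EGTA wells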
# * = called active by the depositor; x = no result given.
item	smiles	MIN6 prolif	hIAP act	mIAP act	APOBEC3A inh	hIAP inh	mIAP inh	A3G deaminase	ATG4B inhibitor	MPTP inh
1	O=C(O)c1ccc(Cl)c(S(=O)(=O)Nc2ccc(S(=O)(=O)Nc3cccc(Cl)c3)cc2)c1	-1	1.1	1	0	-7	-4	-7	2	-0.3
2	CCC(C)NC(=O)c1ccccc1NC(=O)CN1C(=O)c2ccccc2S1(=O)=O (centres undefined)	5	1.1	1	-3	-15	-2	-4	-1	-2.7
3	O=C(c1cccnc1)N1CCN(c2ccc3ccccc3n2)CC1	0	0.91	1	-7	9	-3	-12	-11	1.0
4	Cc1ccc(NC(=O)C(C)OC(=O)c2ccc(NS(=O)(=O)c3ccc(F)c(F)c3)cc2)cc1 (centres undefined)	-2	0.81	0.9	6	19	10	-7	-5	20
5	Cc1cc(=O)n2c3ccccc3n(CC(O)CN3CCN(CCO)CC3)c2c1C#N (centres undefined)	-1	1	0.96	5	0	4	4	-4	-0.3
6	O=C(CN1CCN(S(=O)(=O)c2ccc(F)cc2)CC1)Nc1cc(C(F)(F)F)ccc1Cl	-2	1.1	1.1	-2	-10	-8	-4	-12	-1.7
7	CC1CCN(c2nnc(-c3ccccc3)c3ccccc23)CC1	-3	0.93	0.93	-3	7	7	-4	28	-1.7
8	FC(F)(Cl)c1nnc2ccc(Sc3ccccn3)nn12	3	0.95	0.9	3	5	10	3	-1	-4.1
9	CC(C)c1ccc(/C=N/NC(=O)c2nnn(-c3nonc3N)c2CN2CCOCC2)cc1	-2	1.2	0.91	-3	-17	10	-3	-17	-1.9
10	Cc1ccc(Cl)cc1NC(=O)c1ccccc1OCC(=O)N1CCOCC1	5	1.4	0.66	0	-40	34	-3	1	0.5
11	COc1ccccc1N1CCN(CC(=O)Nc2ccc(CN3CCCCC3)cc2)CC1	0	1.1	0.99	-4	-8	0	-7	-2	-1.3
12	COCCNC(=O)c1c(NC(=O)c2nc(SC)ncc2Cl)sc2c1CCCC2	-2	1.2	1	-9	-18	0	-5	-2	2.8
13	CCCc1nc(SCc2ccccc2Cl)n[nH]1	0	1.1	1.1	-1	-8	-6	-3	-7	-1.4
14	Cc1ccc(OCc2nnc(SC(C)C(=O)O)n2-c2ccccc2)cc1 (centres undefined)	-2	1.1	1.2	-5	-7	-20	-5	4	-0.7
15	Cc1ccc(N2CC(NS(=O)(=O)c3cc(F)ccc3F)CC2=O)cc1C (centres undefined)	-1	1.1	1	2	-12	-1	-5	-3	-0.3

# Given with one line to a screen: entries from further up.
(14) Cc1ccc(OCc2nnc(SC(C)C(=O)O)n2-c2ccccc2)cc1 (centres undefined)
(7) CC1CCN(c2nnc(-c3ccccc3)c3ccccc23)CC1
(10) Cc1ccc(Cl)cc1NC(=O)c1ccccc1OCC(=O)N1CCOCC1
(12) COCCNC(=O)c1c(NC(=O)c2nc(SC)ncc2Cl)sc2c1CCCC2
(6) O=C(CN1CCN(S(=O)(=O)c2ccc(F)cc2)CC1)Nc1cc(C(F)(F)F)ccc1Cl

Compound | 14 | 7 | 10 | 12 | 6
MIN6 prolif | -2 | -3 | 5 | -2 | -2
hIAP act | 1.1 | 0.93 | 1.4 | 1.2 | 1.1
mIAP act | 1.2 | 0.93 | 0.66 | 1 | 1.1
APOBEC3A inh | -5 | -3 | 0 | -9 | -2
hIAP inh | -7 | 7 | -40 | -18 | -10
mIAP inh | -20 | 7 | 34 | 0 | -8
A3G deaminase | -5 | -4 | -3 | -5 | -4
ATG4B inhibitor | 4 | 28 | 1 | -2 | -12
MPTP inh | -0.7 | -1.7 | 0.5 | 2.8 | -1.7

# Next structures
item	smiles	MIN6 prolif	hIAP act	mIAP act	APOBEC3A inh	hIAP inh	mIAP inh	A3G deaminase	ATG4B inhibitor	MPTP inh
16	O=C(NC1CCCCC1)C(c1ccco1)N(C(=O)c1csnn1)c1ccc(Cl)cc1 (centres undefined)	1	0.84	0.9	-3	16	10	-14	9	0.7
17	CCOc1ccc(-n2c(-c3ccccc3)c[n+]3c2CCCCC3)cc1	-6	0.91	0.96	-5	9	4	-7	14	4.8
18	COC(=O)C1=C(C(=O)OC)[C@@H]2N(C)c3ccc(OC)cc3[C@@]23C[C@@H](C(=O)OC)N(C(=O)NCCBr)C3=N1	0	0.89	1	-2	11	-4	-9	-19	x
19	Cc1cc(C)n2nc(SCC(=O)N(C(C)C)C(C)C)nc2n1	-1	0.94	1.1	-3	6	-6	-4	-1	-0.4
20	NC(=S)Nc1cc(Cl)ccc1Cl	0	0.91	1	-3	9	-4	-3	-5	1.6
21	O=C(/C=C/c1cccc([N+](=O)[O-])c1)NCc1ccc2c(c1)OCO2	-4	0.91	0.9	2	9	10	1	9	-0.7
22	CC(C)Cn1c(O)c2ccc(C(=O)N=NC(=O)c3cccnc3)cc2c1O	0	1.2	1	-4	-23	0	-7	2	0.2
23	COc1ccc(S(=O)(=O)N2CCCCCC2)cc1C(=O)N(C)Cc1ccc(F)cc1	-1	1.1	1.1	-1	-8	-9	-10	7	-0.7
24	COc1ccc(S(N)(=O)=O)cc1C(=O)OCCCC(=O)c1ccccc1	-5	0.89	0.93	-3	11	7	-3	-59	-2.7
25	O=C(CSc1ccc2c(c1)OCCO2)NC(=O)NC1CCCC1	1	1.1	1	0	-8	-3	10	-6	1.7
26	COc1ccc(S(=O)(=O)N2CCN(c3ccc4nnc(-c5ccccc5)n4n3)CC2)cc1	-2	0.94	0.98	5	6	2	-1	-15	9.7
27	CC(NC(=O)c1ccco1)C(=O)N1CCc2ccccc2C1 (centres undefined)	-1	1.1	1	5	-6	-5	0	-1	-2.3
28	O=C(NC(=S)Nc1ccc(NC(=O)c2cccs2)cc1)c1cc2ccccc2o1	0	1	0.84	0	-1	16	-5	19	2.3
29	CN(c1ccc(C(=O)Nc2ccc(Cl)cn2)cc1)S(=O)(=O)c1ccccc1	-1	0.89	0.96	-1	11	4	-3	0	-1.5
30	CC(NC(=S)Nc1cccc(C(F)(F)F)c1)C(C)(C)C (centres undefined)	-7	1.2	3.7*	-3	-17	-266	-3	0	94*

# 3 records picked at random from those above, as already listed:
item	smiles	MIN6 prolif	hIAP act	mIAP act	APOBEC3A inh	hIAP inh	mIAP inh	A3G deaminase	ATG4B inhibitor	MPTP inh
24	COc1ccc(S(N)(=O)=O)cc1C(=O)OCCCC(=O)c1ccccc1	-5	0.89	0.93	-3	11	7	-3	-59	-2.7
16	O=C(NC1CCCCC1)C(c1ccco1)N(C(=O)c1csnn1)c1ccc(Cl)cc1 (centres undefined)	1	0.84	0.9	-3	16	10	-14	9	0.7
26	COc1ccc(S(=O)(=O)N2CCN(c3ccc4nnc(-c5ccccc5)n4n3)CC2)cc1	-2	0.94	0.98	5	6	2	-1	-15	9.7

# Next part
item	smiles	MIN6 prolif	hIAP act	mIAP act	APOBEC3A inh	hIAP inh	mIAP inh	A3G deaminase	ATG4B inhibitor	MPTP inh
31	COc1ccc(OC)c(/C=C2\SC(=S)N(NS(=O)(=O)c3ccccc3)C2=O)c1	0	0.8	0.94	-5	20	6	-4	15	1.8
32	O=S(=O)(CCOc1ccccc1)N1CCOCC1	-1	0.73	1.1	-7	27	-6	-7	-2	-0.4
33	COc1ccccc1CNC(=O)COC(=O)c1nccnc1N	2	1	1.1	-1	-1	-7	-6	-11	1.2
34	S=c1[nH]nc(COc2ccccc2)n1/N=C/c1cccc(Br)c1	-2	0.99	0.97	-2	1	3	15	8	1.0
35	COc1cccc(OC)c1C(=O)Nc1cccc(C(=O)Nc2cccc(C(=O)O)c2)c1	0	1.1	1	-6	-8	-3	-12	-8	-0.4
36	CCOc1ccc(CCNC(=O)c2ccc(Cl)c(S(=O)(=O)N3CCOCC3)c2)cc1OCC	-3	1	0.91	16	0	9	-7	-10	-2.1
37	Cc1ccccc1N1CCN(C(=O)c2ccccc2NC(=O)c2ccccc2C(=O)O)CC1	-2	1	1	-6	-5	-1	-4	-7	-0.8
38	CCC(C(=O)NCC1CCCO1)N(Cc1ccc(F)cc1)C(=O)CNS(=O)(=O)c1ccccc1 (centres undefined)	0	1.1	1	1	-6	0	-3	7	0.7
39	O=C(OCC(=O)N1CCCC1)c1cncc(Br)c1	0	0.98	1	-5	2	-3	-5	-1	2.3
40	Cc1cc(C)c(C#N)c(SCS(=O)Cc2ccc(Cl)cc2)n1 (centres undefined)	0	0.92	0.92	-4	8	8	-8	-3	0.2
41	CC(C)(Oc1ccc(Cl)cc1)C(=O)Nc1c2c(nn1C(C)(C)C)CS(=O)(=O)C2	15*	1.1	0.98	-4	-10	2	-6	6	-0.5
42	COc1ccc(C(=O)Nc2ccc3oc(-c4cccnc4)nc3c2)cc1OC	4	1	0.93	3	-4	7	8	-3	-0.6
43	CCOc1ccc(/C=C2\SC(=S)N(NC(=O)c3ccncc3)C2=O)cc1OC	0	0.88	0.84	-2	12	16	-9	-4	2.2
44	O=C(CSc1nnc(-c2ccccc2)o1)N1CCCC1	0	0.99	1.1	1	1	-6	0	3	-1.1
45	CCc1nc(SCC(=O)Nc2ccnc3ccccc23)n[nH]1	-1	1.2	0.86	2	-21	14	-4	-9	2.0
46	CCN1C(=O)c2ccccc2Sc2ccc(C(=O)O)cc21	-4	0.99	0.98	-4	1	2	-4	-3	-1.7
47	Cc1ccccc1NC(=S)NCC(c1cccnc1)N(C)C (centres undefined)	0	1	1.1	5	0	-9	-6	-2	0.4
48	CC(C)(C)c1nc(C(C)(C)C)c(Br)c(=O)[nH]1	3	0.83	0.99	0	16	1	-5	6	18
49	CCCc1[nH]nc2c1C(c1ccccc1OCC)C(C#N)=C(N)O2 (centres undefined)	0	0.88	0.99	-4	12	0	-5	-8	1.0
50	Cc1cc(C)nc(NS(=O)(=O)c2ccc(N/C=C3\CCCC3=O)cc2)n1	1	0.87	1.1	0	13	-6	1	-7	-2.8
51	CCOC(=O)c1nn(-c2ccc(Cl)cc2)c2nc(CC)c(C#N)c(=O)n12	-2	1.1	1.1	-2	-6	-6	0	-10	0.2
52	CCCOc1ccc(C(=O)CCC(=O)OCC(=O)Nc2cccc(S(N)(=O)=O)c2)cc1	-3	0.92	0.91	1	8	9	-3	-13	-0.6
53	O=C(NCCc1ccccc1)c1c(O)c2ccccc2[nH]c1=O	-4	1.2	1	-6	-20	0	-4	2	-0.4
54	CC1CCN(CCCn2c(SCC(=O)NC3CCCC3)nc3ccccc3c2=O)CC1	-2	0.94	1	-3	6	-3	-1	-4	-2.3
55	CN(CC(=O)Nc1cccc(F)c1)C(=O)c1cccc(-n2cccc2)c1	-3	1.3	1	70	-26	0	33	8	-0.8
56	O=C(NCc1n[nH]c(=S)n1Cc1ccccc1)c1ccccc1	1	0.93	1	-5	7	-4	21	2	0.4
57	COc1cccc(Nc2nc(C)cc(C)c2C(N)=O)c1	3	0.9	1	-5	10	-1	-4	-1	-0.3
58	CC(C)[C@@H](CO)NC(=O)c1ccc2c3n(nc2c1)-c1ccc(Cl)cc1CO3	-1	0.97	0.96	2	3	4	11	-15	-0.3
